# Bioassay records deposited in PubChem BioAssay by Broad Institute.
# C2C12 statin = suppressors of statin myotoxicity in C2C12 myotubes, primary screen, cell-based, single point, plate reader; C2C12 myotubes + simvastatin, ATP luminescence, 48 h; scaled: DMSO 0, geranylgeraniol control 100; AID 602340, 2012; rescue of ATP level, % at 7.49 µM; hit rate 0.78% among 330,000;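 active = mean ATP rescue above about 67%, or every replicate alone reaching that limit, limit read from the data, passing the limit was not always enough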;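 also: myotubes were challenged with 10 µM simvastatin during compound exposure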
# ARNT-TACC3 inh = disruptors of ARNT/TACC3 protein interaction, primary screen, biochemical, AlphaScreen, single concentration | AlphaScreen His-ARNT PAS-B/GST-TACC3 binding, luminescence; TACC3 fragment carries E629A point mutation | inhibition, % at 9.99 µM | hit rate 0.66% among 390,000;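 active = mean inhibition of replicates at least 50% and at least half of replicates each reaching 50%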;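 also: 0% = complete ARNT plus TACC3 wells and 100% = ARNT alone without TACC3; many hits fall short of the cut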
# An asterisk follows results filed as active; · = not tested or not shown. Some of the compounds tested; the hit share may differ from the screen's.
SMILES,C2C12 statin,ARNT-TACC3 inh
Cc1cccc(OCC(=O)Nc2nc3ccc([N+](=O)[O-])cc3s2)c1,-5.5,·
COc1cccc(CNC(=O)c2ccc(NC(=O)C3CCCO3)cc2)c1 (configuration not stated),·,-7.6
CCN(CC)C(=O)Oc1ccc(Cl)c2ccccc12,·,3.4
Cc1c2cc[n+](CCN3CCCCC3)cc2c(C)c2c1[nH]c1ccc(O)cc12,·,49.1*
c1coc(CNc2nc3nonc3nc2NCc2ccco2)c1,·,-1.9
Cn1c(Sc2nc3ccccc3n2C)nc2ccccc21,·,-1.7
COc1ccc(C(=O)N/N=C(\C)c2ccc3c(c2)C2C=CCC2C(c2ccccc2)N3)cc1 (configuration not stated),·,31.6
COC(=O)c1cc(C(=O)OCC(=O)N2c3ccccc3NC(=O)C2(C)C)cc([N+](=O)[O-])c1,·,-1.1
Cc1ccc(OCC(=O)NNC(=O)C2CCN(c3nccc(C)n3)CC2)cc1,·,27.0
CCN1CCN(Cc2c(O)ccc3c(=O)c(-c4ccccc4OC)coc23)CC1,·,12.4
Cc1ccc(C=Nc2cccnc2N)cc1,·,6.0
C=CCn1c(CCCNC(=O)c2ccccc2OC)nc2ccccc21,·,-2.8
Cc1n[nH]c(C)c1CCOc1ccc(C(C)C)cc1,·,-4.0
O=C(CN1CCN(c2ccccc2F)CC1)c1c[nH]c2ccc(F)cc12,·,12.1
COC(=O)N1CC(=O)N(OC)C1c1ccc(Cl)cc1Cl (configuration not stated),·,0.7
CCC(C)NC(=O)CSc1nc2ccsc2c(=O)n1-c1ccc(OC)cc1 (configuration not stated),·,-1.6
COc1ccc(Br)cc1CN1CCCC(C(=O)N2CCCCC2)C1 (configuration not stated),·,0.2
Cc1ccc(CNc2nc(N)c([N+](=O)[O-])c(Nc3cccc(F)c3)n2)cc1,·,1.9
Cc1oc(=O)c(NC(=O)c2ccccc2)cc1C(=O)c1ccccc1,·,0.1
COC(=O)C1=C(C)N(Cc2ccco2)C(=O)N[C@@H]1c1cccc(C(F)(F)F)c1,·,1.0
CC(OC(=O)c1cccc(N(C)C)c1)C(=O)N1CCc2ccccc2C1 (configuration not stated),·,1.8
CCOc1c(OC)ccc2c3c(c(=O)oc12)CCCC3,·,4.8
Cn1c(CN2CCOCC2)nc2cc(NC(=O)c3ccc(Cl)cc3)ccc21,·,2.5
CCn1c(C(=O)N2CCCC(C(=O)NCCCc3ccccc3)C2)cc2sccc21 (configuration not stated),·,14.9
COc1ccc(C(=O)N/N=C/c2sc3ccccc3c2O)cc1,·,78.4*
O=C(/C=C/c1ccccc1)N/C(=C/c1ccccc1)C(=O)Nc1ccccc1O,·,2.1
O=C(/C=C/c1ccccc1)N/C(=C/c1ccccc1)C(=O)NCCO,·,-3.2
FC(F)(F)c1nc(N2CCCC2)ncc1-c1nnnn1-c1ccc(Cl)cc1,·,-2.6
COc1ccc(C(=O)/C=C/c2cn(CC(O)CN3CCOCC3)c3ccccc23)cc1 (configuration not stated),·,-2.1
O=[N+]([O-])c1cc(Cc2ccccc2)cc(C=Nc2ccc(N3CCOCC3)cc2)c1O,·,-6.8

# Ordered by value in ARNT-TACC3 inh (high to low): 5 of the compounds above
SMILES | ARNT-TACC3 inh
CCOc1c(OC)ccc2c3c(c(=O)oc12)CCCC3 | 4.8
CC(OC(=O)c1cccc(N(C)C)c1)C(=O)N1CCc2ccccc2C1 (configuration not stated) | 1.8
CCC(C)NC(=O)CSc1nc2ccsc2c(=O)n1-c1ccc(OC)cc1 (configuration not stated) | -1.6
O=C(/C=C/c1ccccc1)N/C(=C/c1ccccc1)C(=O)NCCO | -3.2
O=[N+]([O-])c1cc(Cc2ccccc2)cc(C=Nc2ccc(N3CCOCC3)cc2)c1O | -6.8

# The list continues:
SMILES,C2C12 statin,ARNT-TACC3 inh
O=C1c2ccccc2C(=O)N1CCN1CCc2ccccc21,·,0.6
O=c1c2ccccc2n(Cc2ccccc2F)c(=O)n1Cc1ccccc1F,·,-2.5
C=CCOc1cccc(C2/C(=C(/O)c3ccccc3)C(=O)C(=O)N2CCN2CCOCC2)c1 (configuration not stated),·,0.0
C#CC1CN(Cc2ccccc2)CC(C#C)N1C (configuration not stated),·,-4.9
CC1CCCCN1Cc1ccc(N)cc1 (configuration not stated),·,1.7
CC(C)(C)c1cc(CCC(=O)NNC(=S)NC(=O)c2ccccc2)cc(C(C)(C)C)c1O,·,14.7
CC(C)CCOC(=O)/C(=C/c1ccco1)NC(=O)/C=C/c1ccccc1,·,7.0
COc1ccc(-c2noc(CSc3nnc(Cc4ccccc4)n3-c3ccc(Cl)cc3)n2)cc1,·,3.2
CCCCn1c(-c2ccccc2)cnc1SCC(=O)NCCc1ccc(OC)c(OC)c1,·,25.0
CC1C2(C)OC(=N)C(C#N)(C(C)O2)C1(C#N)C#N (configuration not stated),·,2.9
CCOC(=O)c1cnc(SCC(=O)Nc2nc(C)c(C)s2)nc1N,·,-0.5
Cc1ccc(-c2nnc(CSc3nc4cc5c(cc4cc3C)OCO5)o2)cc1,·,-6.1
CC(=O)C1=C(O)C(=O)N(c2cccnc2)C1c1ccc(Cl)cc1 (configuration not stated),·,-8.4
C=CCC1(O)CC(c2ccco2)NC(c2ccco2)C1CCC (configuration not stated),·,2.2
CCOC(=O)c1sc(=S)n(-c2ccc(F)c(F)c2)c1N,·,-1.3

# Copied from the list:
# Under ARNT-TACC3 inh, O=c1c2ccccc2n(Cc2ccccc2F)c(=O)n1Cc1ccccc1F shows -2.5
# Under ARNT-TACC3 inh, COc1ccc(-c2noc(CSc3nnc(Cc4ccccc4)n3-c3ccc(Cl)cc3)n2)cc1 shows 3.2
# Under ARNT-TACC3 inh, CCOC(=O)c1cnc(SCC(=O)Nc2nc(C)c(C)s2)nc1N shows -0.5
# Under ARNT-TACC3 inh, CCOC(=O)c1sc(=S)n(-c2ccc(F)c(F)c2)c1N shows -1.3

# Continued.
SMILES,C2C12 statin,ARNT-TACC3 inh
COc1ccc(C(=O)CC(=O)C(=O)Nc2cc([N+](=O)[O-])ccc2OC)cc1,·,-4.0
CCOC(=O)COc1ccccc1/C=C\[N+](=O)[O-],·,7.1
COc1ccc(N/C(N)=N/c2nc(CSc3ccc(Cl)cc3)cc(=O)[nH]2)cc1,·,6.3
CCOCCCNC(=O)CCNC(=O)c1cc(OC)c(OC)c(OC)c1,·,-13.0
Cc1ccc(N(CC(=O)NCc2ccc(F)cc2)S(=O)(=O)c2cccs2)cc1,·,1.8
CCn1c(C)nc2cc(C(=O)NNC(=O)CCC3CCCCC3)ccc21,·,1.4
Nc1[nH]c(=O)[nH]c(=O)c1N=Cc1ccccc1,·,22.6
Nc1cc(C(=O)O)c(N)c2c1C(=O)c1ccccc1C2=O,·,55.4*
Cn1c(=O)c2cc(S(=O)(=O)NCCC(=O)NC3CCCCCC3)ccc2n(C)c1=O,·,7.4
O=C(/C=C/c1ccccc1)Nn1cnnc1,·,-0.8
Cc1cc(C)c2nc(NC(=O)c3ccc4c(c3)OCO4)sc2c1,·,-8.2
CCN(CC)C(=O)c1ccc2c3c(cccc13)C(=O)N(CCc1ccc(OC)c(OC)c1)C2=O,·,-3.6
CN1CCN(C2=C(NS(=O)(=O)c3ccccc3)C(=O)c3ccccc3C2=O)CC1,·,11.6
CNC(=S)NNC(=O)c1sccc1OCc1cccc(C(F)(F)F)c1,·,-1.2
CCC(=O)Nc1ccc(S(=O)(=O)N2CCN(c3ccc(F)cc3)CC2)cc1,·,14.3
O=C(NC(c1ccccc1)c1ccccc1)C1(c2cccs2)CCOCC1,·,-10.7
COc1ccc(C#Cc2ccc3c(=O)c4ccccc4n(C)c3c2)cc1,·,-3.7
Cc1ccc(-n2[nH]c(C)c(CCC#N)c2=O)cc1,·,-0.7
CCOC(=O)c1cnn(-c2nc(-c3ccc(C)cc3)cs2)c1C(F)(F)F,·,-4.4
O=C(/C=C/c1ccncc1)c1ccc(NC(=O)c2ccccc2F)cc1,·,-6.6
COc1ccccc1N1CCN(C(=O)CSc2nc(C)c(Cc3ccccc3)c(=O)[nH]2)CC1,·,2.7
NC(=O)CSc1nnc(NC(=O)C23CC4CC(CC(C4)C2)C3)s1,·,27.5
O=C(c1ccc(COc2ccccc2[N+](=O)[O-])o1)N1CCCCC1,·,17.0
CCOC(=O)N1CCC(Nc2nc3ccccc3nc2NS(=O)(=O)c2ccc(Cl)cc2)CC1,·,-7.7
[O-]/[N+](=C\c1ccncc1)c1ccc(Br)cc1,·,-1.1
Cc1cc(NC(=O)/C=C/C(=O)N(c2ccccc2C)C(C(=O)NC2CCCC2)c2ccc(F)cc2)no1 (configuration not stated),·,1.4
CCCCn1nc(NC(=O)COC)c2cc3ccc(C)cc3nc21,·,-30.9
COc1cccc(-c2csc(N3CCN(C(=S)Nc4ccccc4)CC3)n2)c1,·,-1.7
Fc1ccc(-n2nnnc2-c2cnc(-c3cccs3)nc2C(F)(F)F)cc1,·,-30.6
COc1ccc(NC(=O)C(CC(C)C)NS(=O)(=O)c2ccc3c(c2)CCN3C(C)=O)cc1OC (configuration not stated),·,5.9

# Profiles, quoted from the list:
# Shown for CCC(=O)Nc1ccc(S(=O)(=O)N2CCN(c3ccc(F)cc3)CC2)cc1 : C2C12 statin: ·; ARNT-TACC3 inh: 14.3
# Shown for CN1CCN(C2=C(NS(=O)(=O)c3ccccc3)C(=O)c3ccccc3C2=O)CC1 : C2C12 statin: ·; ARNT-TACC3 inh: 11.6
# Shown for Cn1c(=O)c2cc(S(=O)(=O)NCCC(=O)NC3CCCCCC3)ccc2n(C)c1=O : C2C12 statin: ·; ARNT-TACC3 inh: 7.4

# (further entries)
SMILES,C2C12 statin,ARNT-TACC3 inh
O=c1c2cc(N3CCOCC3)ccc2[nH]c(=S)n1Cc1ccccn1,·,3.3
COc1ccc(/C(O)=C2\C(=O)C(=O)N(Cc3ccco3)C2c2cc(OC)ccc2OC)cc1 (configuration not stated),·,-18.5
CCN=C1S/C(=C\c2ccc(-c3cccc(C(=O)O)c3)o2)C(=O)N1CC,·,-6.5
CC(C)CCNC(=O)NC(=O)CSc1nnc(-c2ccccc2F)n1N,·,-2.9
CCCCn1nnc(NC(=S)NC(=O)c2ccc(-c3cccc(Cl)c3Cl)o2)n1,·,-12.2
O=C(CSc1ccc2nnc(-c3ccc(F)cc3)n2n1)NCC1CCCO1 (configuration not stated),·,5.5
O=S(=O)(c1ccccc1Cl)N1CCCC1c1nc(-c2ccccc2Cl)no1 (configuration not stated),·,-10.1
COC(=O)CCS(=O)(=O)c1nc(-c2ccccc2)cc(C(F)(F)F)n1,·,0.2
O=C(C1=C(O)C(=O)N(c2ncccn2)C1c1cccs1)c1ccco1 (configuration not stated),·,0.0
CCC(C(=O)O)n1nnc(-c2ccc(-c3ccc(OC)cc3)cc2)n1 (configuration not stated),·,4.1
Cn1c(SCC(=O)c2ccc3c(c2)OCCO3)nnc1C1CC1,·,0.9
COc1ccc(CCCc2nnc(SCC(=O)Nc3nc(C)cs3)n2C)cc1C,·,-7.1
COc1cc(-c2nnc(SCC(=O)N(Cc3ccccc3)C(C)(C)C)o2)cc(OC)c1OC,·,29.1
CCCCOc1ccc(CNn2c(C)nc3ccccc3c2=O)cc1,·,0.5
Cc1ccc(-c2nnn(CC(=O)NC3CCN(Cc4ccccc4)CC3)n2)cc1,·,1.1
CCOc1ccc(S(=O)(=O)Nc2cc(OC)c(OC)cc2C(=O)O)cc1,·,-6.5
N#CC(c1nc2ccccc2nc1N1CCCC1)S(=O)(=O)c1cccs1 (configuration not stated),·,6.8
Cc1cc(Br)cc2c(C(=O)Nc3c(C)n(C)n(-c4ccccc4)c3=O)cc(-c3cccs3)nc12,·,-0.2
CC(C)Cn1nc(NC(=O)C(C)(C)C)c2cc3ccccc3nc21,·,-48.8
O=C(Nc1ccccc1Cl)ON=C1c2ccccc2-c2ccccc21,·,-0.1
CC(OC(=O)c1cccs1)C(=O)NCC1CCCO1 (configuration not stated),·,0.9

# Looked up by compound from the entries so far, 2 records:
SMILES,C2C12 statin,ARNT-TACC3 inh
CCOc1ccc(S(=O)(=O)Nc2cc(OC)c(OC)cc2C(=O)O)cc1,·,-6.5
O=C(Nc1ccccc1Cl)ON=C1c2ccccc2-c2ccccc21,·,-0.1
